Bioassay records deposited in PubChem by several laboratories.
zfTRPN1 agonist = zebrafish TRPN1 channel agonists, primary screen, cell-based, HEK293, calcium fluorescence | HEK293 zebrafish TRPN1-YFP, Fluo-8 calcium fluorescence; 100% = response to 87 µM carbachol | activation, % at 3 µM | actives 0.18% (n = 220,000) | AID 1424, 2008;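 active = activation above its plate's cutoff, the mean activation of test wells on that plate plus 3 SD, cut at about 19% in these data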;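 note: 0% = DMSO alone and 100% = 87 µM carbachol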
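Material: zebrafish TRPN1-YFP in HEK293 cells; Doses: single test compound dose, 3 µM nominal, 0.3% DMSO; Timing: dye loading 1 h at 37 °C, then 30 min room temperature; Technique: intracellular calcium fluorescence with Fluo-8; Benchmarks: high carbachol 87 µM, low DMSO alone.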
TRPML3 agonist = human TRPML3 channel agonists, primary screen, cell-based, HEK293 TRPML3-YFP, Fluo-8 calcium fluorescence, 3 µM. 100% = the carbachol control signal. actives 0.29% (n = 220,000). activation, % at 3 µM. Mucolipin-3 (Homo sapiens), Q8TDD5;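 active = activation above its plate's cutoff, the mean activation of the plate's test wells plus 3 SD, cut at about 12% in these data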;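 note: 0% = DMSO only wells and 100% = carbachol wells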
Target sequence (Q8TDD5 whole entry, looked up): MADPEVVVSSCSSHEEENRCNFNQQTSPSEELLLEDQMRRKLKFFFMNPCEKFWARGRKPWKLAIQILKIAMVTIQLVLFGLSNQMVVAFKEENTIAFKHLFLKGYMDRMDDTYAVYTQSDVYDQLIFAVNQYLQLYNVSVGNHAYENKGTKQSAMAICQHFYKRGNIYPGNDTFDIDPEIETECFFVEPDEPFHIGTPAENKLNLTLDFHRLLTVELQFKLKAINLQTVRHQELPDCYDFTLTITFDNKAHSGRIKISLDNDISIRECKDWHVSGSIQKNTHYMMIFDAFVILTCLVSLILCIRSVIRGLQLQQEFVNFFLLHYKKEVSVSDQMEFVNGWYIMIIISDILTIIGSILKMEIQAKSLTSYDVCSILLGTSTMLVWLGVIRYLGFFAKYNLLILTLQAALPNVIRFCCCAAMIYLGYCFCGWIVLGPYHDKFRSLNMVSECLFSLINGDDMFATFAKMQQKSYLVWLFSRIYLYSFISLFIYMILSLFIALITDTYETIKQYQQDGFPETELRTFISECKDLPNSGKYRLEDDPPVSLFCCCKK
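Test system: HEK293 cells stably carrying human TRPML3-YFP; Doses: single dose, 3 µM final nominal compound, 0.3% DMSO final; Schedule: dye loading 1 h 37 °C then 30 min ambient, 125 s read; Technique: Fluo-8 calcium fluorescence; Benchmarks: high control carbachol 87 µM, low control DMSO.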
NPY-Y1 PAM-ag = NPY-Y1 receptor potentiators or agonists, primary screen, cell-based; NPY-Y1 expressing cells, potentiator/agonist activation; Neuropeptide Y receptor type 1 (Homo sapiens), P25929; activation, % at 3.6 µM; actives 0.37% (n = 220,000); AID 1304, 2008; in the data active = activation above about 33%, passing the limit was not always enough;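 note: cells stimulated with NPY at EC10 then isoproterenol at EC100; 0% = low agonist plus stimulus and 100% = saturating agonist plus stimulus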
CHOP inh = inhibitors of CHOP promoter induction, primary screen, cell-based, unfolded protein response, luciferase reporter; actives 3.8% (n = 220,000); CHO-K1 CHOP-promoter luciferase, tunicamycin-induced, 15-18 h; AID 2732, 2010; inhibition, % at 10 µM;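 active = compounds that reduced the stress-induced luciferase reporter signal by more than about 70% of percent inhibition, limit read from the data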;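 note: 0% = tunicamycin plus vehicle and 100% = wells without tunicamycin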
EP2 modulator = EP2 receptor modulators, cAMP readout, primary screen, cell-based, HTRF cAMP, PGE2 stimulation. Prostaglandin E2 receptor EP2 subtype (Homo sapiens), P43116. EP2-expressing cells, cAMP HTRF FRET, PGE2 co-stimulation. induction, % at 25 µM. actives 0.83% (n = 260,000);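 active = compounds whose cAMP rise, as percent of the full-agonist control response, exceeds 60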;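 note: rat C6 glioma line stably carrying human EP2 under a CMV promoter; the protocol text gives 20 µM as final concentration; 100% = response of wells given 1 µM PGE2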
NPY-Y2 PAM-ag = NPY-Y2 potentiators or agonists, primary screen, cell-based | cells expressing NPY-Y2, potentiator/agonist read-out | Neuropeptide Y receptor type 2 (Homo sapiens), P49146 | AID 1359, 2008 | actives 0.45% (n = 220,000) | activation, % at 3.6 µM; in the data active = activation above about 27%;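 note: cells stimulated with NPY near EC25 plus isoproterenol at EC100; 0% = vehicle plus submaximal agonist and 100% = vehicle plus saturating agonist; some results beyond the cut were filed as inactive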
Target sequence (P49146 whole entry, looked up): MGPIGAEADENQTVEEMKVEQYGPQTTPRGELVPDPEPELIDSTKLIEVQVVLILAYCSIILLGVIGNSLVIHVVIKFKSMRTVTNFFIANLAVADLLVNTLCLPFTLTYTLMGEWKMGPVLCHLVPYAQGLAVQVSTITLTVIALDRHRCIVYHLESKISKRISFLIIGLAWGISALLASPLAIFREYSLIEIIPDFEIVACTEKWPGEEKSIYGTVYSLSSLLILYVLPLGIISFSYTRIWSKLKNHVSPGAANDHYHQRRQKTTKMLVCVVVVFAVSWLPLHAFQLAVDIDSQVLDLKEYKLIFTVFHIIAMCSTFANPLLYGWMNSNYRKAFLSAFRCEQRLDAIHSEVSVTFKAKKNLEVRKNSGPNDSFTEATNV
S1P4 ag = S1P4 receptor agonists, primary screen, cell-based | Sphingosine 1-phosphate receptor 4 (Homo sapiens), O95977 | S1P4-expressing cell line, agonist reporter assay | activation, % at 4.98 µM | actives 0.35% (n = 220,000) | AID 1509, 2009; in the data active = activation above about 11%;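 note: 0% = DMSO vehicle and 100% = reference agonist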
S1P4 antagonist = S1P4 receptor antagonists, primary screen, cell-based | Sphingosine 1-phosphate receptor 4 (Homo sapiens), O95977 | S1P4-expressing cells, antagonist mode, reporter read-out | inhibition, % at 4.98 µM | actives 0.26% (n = 220,000) | AID 1510, 2009; in the data active = inhibition above about 29%;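 note: 0% = wells stimulated with agonist and 100% = vehicle wells without agonist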
NPY-Y1 antag = NPY-Y1 receptor antagonists, primary screen, cell-based. Neuropeptide Y receptor type 1 (Homo sapiens), P25929. HEK293-CNG Y1 cells, membrane potential fluorescence; NPY at EC95, then isoproterenol. inhibition, % at 3.6 µM. actives 1% (n = 200,000);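 active = inhibition above the campaign mean inhibition of all tested compounds plus 3 SD, cut at about 20% in these data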;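 note: 0% = DMSO wells given NPY plus isoproterenol and 100% = isoproterenol alone without NPY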
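Material: HEK293 Y1/CNG channel cell line | Also added: NPY (25 nM), isoproterenol (1 µM), Ro 20-1724 (25 µM) | Compound: One concentration, 3.6 µM, in 0.4% DMSO | Schedule: 3 h dye uptake, 1 h room-temperature compound, 45 min post-isoproterenol | Signal: Membrane-potential fluorescent dye readout | Read-out: % inhibition of NPY effect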
The depositor's hits bear a star; nt = not tested or not shown; & = joins results of further samples.

SMILES	zfTRPN1 agonist	TRPML3 agonist	NPY-Y1 PAM-ag	CHOP inh	EP2 modulator	NPY-Y2 PAM-ag	S1P4 ag	S1P4 antagonist	NPY-Y1 antag
CC(=O)c1cc(F)c(N2CCN(c3ccc([N+](=O)[O-])cc3F)CC2)cc1C	0.5	0.8	5	3	-6	4	-1.4	4	2
Cc1ccc(-c2cc(C(F)(F)F)c(C#N)c(SCC(=O)O)n2)cc1	0.4	0.5	-3	-12	-1	-9	-0.3	3	-2
Cc1[nH]c2ccccc2c1/C=N/NC(=O)CNC(=O)c1ccco1	1.6	0.5	1	-29	-54	-1	0.3	-8	nt
CCNC(=S)NNC(=O)c1ccc(OC)cc1	1.2	0.3	8	3	-6	12	0.7	-11	3
Cc1ccccc1CS(=O)(=O)Cc1ccc(C(=O)NCCCN2CC(C)CC(C)C2)o1 (configuration not stated)	-1.6	0.1	4	-11	6	7	0.6	-79	2
Cc1ccc(NC(=O)Cn2c(CCC(=O)O)ccc2-c2cccs2)cc1	0.6	0.6	-22	25	35	4	0.5	5	0
CN1CCCN(C(=O)c2cc(=O)[nH]c3ccccc23)c2nc3ccccc3nc21	-0.7	0.2	17	7	15	10	0.1	-27	-4
CC1(C)OC(=O)C(=CNn2cnc3ccccc3c2=O)C(=O)O1	1.7	1.2	7	9	18	10	-0.8	14	-2
Cc1cc([N+](=O)[O-])nn1CCCC(=O)Nc1ccc(Cl)cc1Cl	0.7	0.2	-20	-5	13	6	0.0	1	-3
COc1ccc(CCN(Cc2cc3cccc(C)c3[nH]c2=O)C(=O)N2CCCC2)cc1OC	0.7	0.3	-6	22	4	7	-1.8	0	3
O=C(Nc1ccc(F)cc1F)c1ccccc1-c1ccccc1	-1.3	-0.4	-18	4	45	0	-0.3	-2	6
COc1ccc(OC)c(C(=O)CSc2nccc(-c3ccc(Br)cc3)n2)c1	0.5	0.7	-17	80*	40	-7	-0.1	-20	5
COc1ccccc1-c1nnc(SCc2ccccn2)n1C	-1.7	0.7	-5	13	-18	-6	-1.3	-10	-4
COc1ccc(C(=O)NCc2ccccn2)cc1[N+](=O)[O-]	1.7	1.1	2	-2	-4	18	-1.4	-13	0
CSc1nnc2n(CCc3ccccc3)c(=O)c3c4c(sc3n12)CCCC4	0.2	0.5	-14	nt	nt	-6	0.9	4	2
N#Cc1nc(-c2ccco2)oc1NCc1cccnc1	-0.3	0.6	-11	-9	43	-10	-0.8	-4	-5
COC(=O)C(C)N(C(=O)c1cccc(Cl)c1)c1c(C)cccc1C (configuration not stated)	-1.3	0.0	-26	19	36	-7	1.0	-1	9
O=c1cc(-c2ccc([N+](=O)[O-])cc2)nc2cc(-c3ccc(F)cc3)[nH]n12	0.5	0.3	6	26	7	-5	-3.0	0	7
Cc1ccc(-c2nnc(SCC(=O)N/N=C/c3ccccc3C(=O)O)n2-c2ccc(Cl)cc2)cc1	0.8	-0.9	-19	14	-5	0	2.2	-1	nt
CC(=O)c1cccc(NS(=O)(=O)c2ccc(N/C=C/C(=O)c3ccc(F)cc3)cc2)c1	-0.3	0.6	-10	83*	-3	4	3.2	-20	-7
CC(=O)Nc1cc2c(cc1C(=O)C(C)C)OCCO2	0.7	1.1	-17	-45	-14	7	0.8	-15	1
Cc1ccc(-n2ncc3c(N4CCN(c5ccccc5)CC4)ncnc32)c(C)c1	4.0	1.4	5	84*	-10	0	1.0	3	-6
COCc1cc(=O)[nH]c(/N=C(\N)Nc2cccc(Cl)c2)n1	1.2	0.0	9	-6	-40	-6	1.5	-11	-2
O=C1NC(=O)C2(COC(c3ccccc3Cl)OC2)S1 (configuration not stated)	1.4	1.0	-4	6	30	-3	0.9	-17	7
CCC(=O)OC1c2ccccc2C(=O)N1Cc1ccccc1 (configuration not stated)	1.4	-0.2	-16	40	4	-14	0.0	-15	4
COCCCNCCC(CCC(C)C)c1ccc2c(c1)OCO2 (configuration not stated)	0.6	1.1	-10	4	-19	-15	-2.1	-19	nt
COc1ccccc1C(=O)C1CCCN(C(=O)CN2CCCCC2=O)C1 (configuration not stated)	-0.6	0.4	21	15	-9	-10	1.2	-2	3
Cc1ccc(C(=O)N/N=C2\CCCc3ccccc32)c(C)c1	0.0	0.3	-6	-2	-57	1	1.3	-4	7
COc1ccc(C(=O)N[C@H](C(=O)Nc2ccc(S(=O)(=O)N3CCOCC3)cc2)C(C)C)cc1	-0.3	0.2	-9	10	-19	5	2.4	-27	nt
CSC1=NCCN1C(=O)COc1ccccc1	1.7	0.4	8	-6	12	-4	-2.1	-10	1
COc1ccc(S(=O)(=O)N2CCc3ccccc32)cc1C(=O)OCc1nnc(-c2ccccc2)o1	0.1	-0.2	0	1	26	0	0.4	-9	-5
CS(=O)(=O)NN1C(=O)c2ccccc2NC1c1ccccc1O (configuration not stated)	-2.0	0.2	3	5	7	3	1.3	4	2
N#CCCN(Cc1ccncc1)C(=S)NC1CC2C=CC1C2 (configuration not stated)	1.9	0.7	1	10	15	11	0.2	-12	nt
CCOC(=O)c1nc(C)sc1-c1ccnn1S(=O)(=O)c1cccc(Cl)c1	-2.9	0.0	7	4	-11	10	-0.3	-8	nt
O=C(Nc1ccccc1C(=O)NCc1ccccc1)c1ccccc1Br	-1.4	-0.5	5	32	10	1	3.2	-16	-1
CCc1cccc(OCCOCCN2CCCC2)c1	-0.5	1.3	-2	41	16	6	-0.9	-2	5

Overlap with the part before: two compounds; new compounds follow.
SMILES	zfTRPN1 agonist	TRPML3 agonist	NPY-Y1 PAM-ag	CHOP inh	EP2 modulator	NPY-Y2 PAM-ag	S1P4 ag	S1P4 antagonist	NPY-Y1 antag
O=C(Nc1ccccc1C(=O)NCc1ccccc1)c1ccccc1Br	-1.4	-0.5	5	32	10	1	3.2	-16	-1
CCc1cccc(OCCOCCN2CCCC2)c1	-0.5	1.3	-2	41	16	6	-0.9	-2	5
Cc1ccc(NC(=O)CSc2ccc(-c3ccc4c(c3)OCO4)nn2)cc1F	3.5	0.8	10	11	3	11	2.9	-9	1
C=C(C)CN1CCN(c2c(CCC#N)c(C)c(C#N)c3nc4ccccc4n23)CC1	0.2	0.8	2	67	-9	-3	0.0	-25	-1
N#C/C(=C\c1cn(CC(=O)N2CCCCC2)c2ccccc12)C(=O)NCc1ccc2c(c1)OCO2	-0.9	-0.8	-12	-3	2	-14	0.1	-4	2
Cc1ccc2c(c1)c1c(n2CC2COC(C)(C)O2)C(=O)CCC1 (configuration not stated)	-0.1	-0.6	9	40	45	-2	1.2	3	8
CCC(C)[C@H](NC(=O)NCCCc1ccccc1)C(=O)OC (some centres not stated)	-1.1	0.1	12	9	14	8	0.5	-5	1
CCN(CC)CCNC(=O)c1ccc2c(c1NCCO)C(=O)c1ccccc1C2=O	0.6	0.4	27	-15	-59	9	0.0	81*	nt
CCCCCSc1nc2c(c(=O)[nH]c(=O)n2C)n1C	-1.3	0.4	-10	50	30	-6	0.3	-14	1
Cc1ccc(C(=O)NNC(=O)c2cc(OCC(F)(F)F)ccc2OCC(F)(F)F)cc1	-1.3	-0.3	-15	24	33	-18	0.2	-74	-5
O=C(c1ccccc1)c1nn(-c2ccccc2)c(=O)cc1C(F)(F)F	-2.7	-1.5	4	24	39	-20	0.8	-1	4
CC(=O)/C(C#N)=C1\NC(=O)C(Cc2cc(Cl)ccc2Cl)S1 (configuration not stated)	1.5	1.0	36	11	14	-24	-1.1	-4	nt
Cc1ccc(NC(=O)CSC(N)=O)cc1Cl	1.8	-0.4	-2	28	-3	9	-1.8	4	-4
COc1ccc(C(=O)Nc2ncc3c(n2)-c2ccccc2CC3)cc1	-1.4	-0.2	-7	-2	-71	-15	1.6	-14	7
COc1ccc(C(=O)NCc2c(CC(C)C)oc(C)c2C(=O)O)cc1	-0.7	0.9	-17	-8	21	-10	-1.4	1	8
CN(C)S(=O)(=O)N(CC(=O)N1CCN(Cc2ccccc2)CC1)c1ccccc1	2.7	0.7	-1	-3	6	3	-0.7	4	nt
O=C(c1cccnc1Cl)N1CCOCC1	1.1	0.8	25	5	3	13	-0.8	-10	3
COc1cccc2cc(C(C)=O)c(=O)oc12	-0.5	0.9	-3	-4	31	0	1.3	-15	-5
C[C@@H](c1ncncc1F)[C@](O)(Cn1cncn1)c1ccc(F)cc1F	0.5	0.5	12	4	nt	3	1.7	3	-2
O=C(NCc1ccccc1)N1CCn2c(nc3ccccc32)C1	-0.2	-0.4	-5	-22	12	-1	2.0	1	3
CCOc1ccc(CCNC(=O)Cn2ccc3ccccc3c2=O)cc1OCC	1.1	0.8	-8	21	9	-6	2.8	-13	-1
CCOc1ccc(C(=O)Nc2cc(S(=O)(=O)Nc3ccccc3Cl)ccc2N2CCOCC2)cc1	-0.1	0.1	-8	9	27	-8	-1.1	-14	0
CNc1nc(SC)nc(N(C#N)CC(=O)OC)n1	0.2	0.5	-8	15	-7	-2	1.7	-3	1
CCS(=O)(=O)c1ccc2oc(SCC(=O)NCc3ccccc3)nc2c1	0.6	0.4	0	2	-10	-7	-3.2	11	1
C=CCN1C(=O)C(CCCC)NC1=S (configuration not stated)	0.6	0.3	-15	17	6	14	2.6	-1	-1
COc1cc(C)nc(OCCNC(=O)COc2ccc(Cl)cc2Cl)n1	0.3	-0.2	-21	30	-13&-37	-2	0.7	-9	5
O=C1CC(c2ccc(S(=O)(=O)NCc3ccccc3)cc2)CN1 (configuration not stated)	0.6	0.6	-5	-13	0	10	-0.7	-1	3
Cc1ccc(-c2nnc(SCC(=O)N3CCCC3)o2)cc1C	-0.8	1.0	-38	-24	34	-12	-1.6	1	16
CSCC[C@H](NC(=O)c1nn(C)c(=O)c2ccccc12)c1nc2ccccc2[nH]1	0.3	-0.8	4	-16	22	-6	-3.1	0	5
O=C(NCCc1ccccc1)c1ccccc1NC(=O)C1CC=CCC1C(=O)O (configuration not stated)	-0.3	0.4	15	1	-4	7	2.2	12	-5
Cc1oc(/N=C/c2ccc(Cl)cc2Cl)c(C#N)c1C	0.4	0.3	3	37	9	-10	-0.1	-11	-4
